Lipid storage S3 – qHTS Assay for Lipid Storage Modulators in Drosophila S3 Cells; Potency in µM for hits, for the others lipid storage change, negative = inhibition, % at the top dose, mostly 46.1 µM; actives 0.64% (n = 320,000); AID 2685, 2010; Drosophila S3 cells, BODIPY lipid droplet fluorescence, 18-24 h; cells fed with added oleic acid; active = well fitted inhibition curve with a large enough effect in the signal ratio, with a control signal flat, not every such curve was filed as active; inconclusive = small, poorly fitted or top-dose-only effect, or effect the other way, or a change in a side signal; the % refers to the signal ratio
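Drosophila S3 cells loaded with oleic acid (400 uM, as added) and compounds at several concentrations; lipid droplets imaged by 488-nm laser-scanning cytometry, 500–530 nm intensity and object ratio to cell channel. Percent activity normalized to 20 uM Triacsin C.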
Lipid storage S3 cell count max – further read-out of Lipid storage S3, marked with its call; cell number change, %; measured here: cell count max response;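 cells counted by Cell Tracker Red CMTPX staining in the red channel; peak over a dose series mostly up to 46.1 µM; percent activity relative to internal control wells on each plate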
Starred values were filed as active, the others as inactive; i = inactive; ? = inconclusive; / = not tested or not shown. % is scaled to controls: 0 for no effect and ±100 for the full control effect; potency is read from the fitted curve at half-maximal effect. This is a subset. The share of hits here may be higher or lower than overall.

no.	compound	Lipid storage S3	Lipid storage S3 cell count max
1	CC(=O)OCCCN1C(=O)c2cccc3cc(Br)cc(c23)C1=O	?	/
2	CN(/N=C\c1ccc(O)c(O)c1)c1nc(-c2ccccc2)cc(-c2ccccc2)n1	11%	-12
3	CCN1C(=O)NC(c2ccc(Cl)cc2)C2=C1CCCC2=O (stereo unspecified)	-6%	8
4	CC1=C(C#N)C(Nc2ccc(Cl)cn2)(C(F)(F)F)C(=O)N1 (stereo unspecified)	?	/
5	NNC(=O)c1ccc2[nH]c3c(c2c1)CCCC3	7%	7
6	Cc1cccc(N2C(=O)CC(Sc3nc(C)c4c(n3)CCCC4)C2=O)c1 (stereo unspecified)	?	/
7	CCCc1nc(-c2cc3ccc(C)cc3[nH]c2=O)no1	1%	1
8	COC(=O)CSCC(=O)Nc1nnc(-c2cccc(C)c2)s1	0%	-4
9	Nc1nc(N2CCOCC2)n[nH]1	?	/
10	Cc1ccc(NC(=O)c2cc3ccccc3o2)nc1	?	/
11	CSc1ncc2c(=O)[nH]c(-c3ccccc3)nc2n1	11%	-7
12	CCC(=O)c1ccc(N2CCN(C(=O)c3ccc(F)cc3)CC2)c(F)c1	?	/
13	Cc1cccc(-n2c(C)cc(C)c(C#N)c2=O)c1	2%	9
14	Cc1ccc(-c2noc(=O)n2CC(=O)Nc2ccc(S(=O)(=O)NC3CC3)cc2)cc1	?	/
15	O=C(c1coc2ccc(O)cc12)C1CC1	?	/
16	COC(=O)[C@H](Cc1c[nH]c2ccccc12)NC(=O)NCc1ccc(OC)c(OC)c1	?	/
17	O=C(CN(C1CCCCC1)S(=O)(=O)c1ccc(F)cc1)NCCCO	4%	-8
18	CSCCC(NS(=O)(=O)c1ccc(C)cc1)C(=O)N1CCCCCCC1 (stereo unspecified)	?	/
19	Cc1ccccc1C(=O)Nc1ccc(C(=O)N/N=C/c2ccncc2)cc1	5%	/
20	CC1(C)CC(=O)C2=C(C1)N=C1SCCC(=O)N1C2c1ccc(C(F)(F)F)cc1 (stereo unspecified)	?	/
21	Cc1[nH]n(-c2ccccc2)c(=O)c1N=Nc1ccc2c(c1)OCCO2	?	/
22	CC1=NNC(=O)/C1=C\c1cn(-c2ccccc2)nc1-c1ccc(Cl)cc1	?	/
23	Cc1c(-c2cc[n+]([O-])cc2)oc2ccc(Br)cc2c1=O	-8%	23
24	O=C(NCc1ccccc1)c1ccc(N2CCC3(CC2)CC(c2ccccc2)=NO3)c([N+](=O)[O-])c1	-3%	1
25	O=C1NC(=NCc2ccccc2)S/C1=C\c1ccccc1	4%	-17
26	COc1cc(NC(=O)c2cc([N+](=O)[O-])ccc2NC(=O)CNCc2ccccn2)cc(OC)c1	?	/
27	CCCCc1ccc(S(=O)(=O)N2CCC3(CC2)OCCO3)cc1	-19%	4
28	CSc1ccc(C#N)cc1NC(=O)c1ccccc1	?	/
29	Cc1ccc(C)c(N2CCN(S(=O)(=O)c3ccc4c(c3)NC(=O)CC(=O)N4)CC2)c1	-19%	3
30	N#Cc1cnn2c(N)c(-c3ccc(Cl)cc3)cnc12	-21%	-10
31	CC(C)[C@H](NC(=O)c1ccccc1Cl)C(=O)OCC(=O)NC(=O)NC1CCCC1	?	/
32	COc1ccc(CCNC(C)C(=O)Nc2ccc(S(N)(=O)=O)cc2)cc1 (stereo unspecified)	7%	8
33	COC(=O)c1ccc(C(=O)OC)c(NC(=S)N2CCN(C(=O)C3CCCO3)CC2)c1 (stereo unspecified)	0%	/
34	CCOC(=O)c1ccccc1NC(=O)COC(=O)CCC(=O)c1ccccc1	-3%	4
35	O=C1NC2(CCCCCC2)C(=O)N1CCS(=O)(=O)Oc1ccccc1	?	/
36	COc1cc(NC(=O)CN2CCN(c3ccccc3F)CC2)c(C)cc1[N+](=O)[O-]	10%	-6
37	CC(=O)Nc1ccc(S(=O)(=O)NC(CC(=O)NCCC2=CCCCC2)C(C)C)cc1 (stereo unspecified)	?	/
38	COc1ccc(CNCc2c(F)cccc2F)cc1OC	?	/
39	O=C(N/N=C/c1ccccc1Br)c1ccc(CSc2cccc3cccnc23)cc1	?	/
40	Cc1cc(C)n(-c2ccc(C(=O)Nc3cc(S(=O)(=O)N(C)C)ccc3Cl)cc2)n1	?	/
41	COC(=O)c1c(C)nn(-c2ccc(F)c(Cl)c2)c1-c1cc(C)on1	6%	35
42	CCN(CC(=O)Nc1c(F)cccc1F)C(=O)/C=C/c1ccc2ccccc2n1	?	/
43	CCOC(=O)N1CCN(C(=O)c2cccc(N3C(=O)NC4CC3(C)Oc3ccccc34)c2)CC1 (stereo unspecified)	?	/
44	COc1ccc(Nc2nc3ccc(OC)cc3s2)cc1	?	/
45	CCOC(=O)c1c(-c2ccccc2)n(C)c2ccc(O)cc12	?	/
46	O=[N+]([O-])c1ccccc1S(=O)(=O)N1CCc2ccccc2C1	2%	1
47	COc1ccc(C(=O)NCc2ccc3c(c2)OCO3)cc1S(=O)(=O)NCc1ccc(Cl)cc1	19%	4
48	Cc1ccc(C)c(-n2c(Cc3cc(=O)[nH]c(=O)[nH]3)nnc2SC(C)C)c1	?	/
49	CCOC(=O)COc1c(C(=O)OC)sc2ncccc12	15%	-23
50	O=C1CN(C(=O)C2CC2)c2ccccc2N1	?	/
51	S=c1nc(C23CC4CC(CC(C4)C2)C3)[nH][nH]1	?	/
52	FC(F)(F)c1cccc(-n2c(Cn3nnc4ccccc43)n[nH]c2=S)c1	11%	7
53	O.O.O.O=S(=O)([O-])OC[C@H]1O[C@@H](O[C@]2(COS(=O)(=O)[O-])O[C@H](OS(=O)(=O)[O-])[C@@H](OS(=O)(=O)[O-])[C@@H]2OS(=O)(=O)[O-])[C@H](OS(=O)(=O)[O-])[C@@H](OS(=O)(=O)[O-])[C@@H]1OS(=O)(=O)[O-].[Al]	?	/
54	CCC(=O)N(Cc1cc2c(C)ccc(C)c2[nH]c1=O)C1CCCCC1	?	/
55	CCC(=O)Nc1ccccc1C(=O)OCC(=O)c1ccccc1	0%	-1
56	CC(C)(C)c1ccccc1NC(=O)COC(=O)CN1C(=O)NC2(CCCC2)C1=O	17%	-1
57	Cc1ccc(NC(=O)CC(C)CC(=O)NCc2ccccc2)cc1Cl (stereo unspecified)	13%	-12
58	CC(=O)Nc1ccc(CN(C)CC2CCCN(CCc3cccc(C(F)(F)F)c3)C2)cc1 (stereo unspecified)	i	4
59	O=C(COC(=O)c1cccc(Cl)c1)Nc1cc(Cl)ccc1Oc1ccccc1	17%	/
60	CCC(CC)NC(=O)CN1CCN(S(=O)(=O)c2cccs2)CC1	?	/

An excerpt of these results, with one line to a screen:
(53) O.O.O.O=S(=O)([O-])OC[C@H]1O[C@@H](O[C@]2(COS(=O)(=O)[O-])O[C@H](OS(=O)(=O)[O-])[C@@H](OS(=O)(=O)[O-])[C@@H]2OS(=O)(=O)[O-])[C@H](OS(=O)(=O)[O-])[C@@H](OS(=O)(=O)[O-])[C@@H]1OS(=O)(=O)[O-].[Al]
(54) CCC(=O)N(Cc1cc2c(C)ccc(C)c2[nH]c1=O)C1CCCCC1
(55) CCC(=O)Nc1ccccc1C(=O)OCC(=O)c1ccccc1
(56) CC(C)(C)c1ccccc1NC(=O)COC(=O)CN1C(=O)NC2(CCCC2)C1=O
(57) Cc1ccc(NC(=O)CC(C)CC(=O)NCc2ccccc2)cc1Cl (stereo unspecified)
compound no.,53,54,55,56,57
Lipid storage S3,?,?,0%,17%,13%
Lipid storage S3 cell count max,/,/,-1,-1,-12

Next section
no.	compound	Lipid storage S3	Lipid storage S3 cell count max
61	CC(C)OC(=O)CCC1(C(=O)O)CCC(=O)NC1 (stereo unspecified)	-6%	-26
62	CCc1ccc(/C=C2/SC(=S)N(CC(=O)Nc3nc4ccccc4s3)C2=O)cc1	?	/
63	CCOc1cc(C=C(C#N)C#N)ccc1Oc1ccc([N+](=O)[O-])cn1	?	/
64	CCOCCCNC(=S)NCCNc1nc2c(C)cccc2cc1C#N	?	/
65	Cc1ccc(C)c(NC(=O)CSc2ccc(S(=O)(=O)N3CCCC3)cn2)c1	-21%	4
66	O=[N+]([O-])c1cccc(NN=Nc2ccccc2)c1	?	/
67	COc1ccc(-c2csc(-n3cccn3)n2)cc1	15%	8
68	CCCc1nccn1S(=O)(=O)c1cc(OC)ccc1OC	?	/
69	O=C(Nc1cc2c3c(c1)CC(=O)N3CCC2)c1ccc(F)cc1	?	/
70	Cn1c(CNC(=O)c2ccco2)nnc1SCC(=O)Nc1ccc(Cl)cc1	?	/
71	O=C(CNCC1CCCO1)Nc1ccc(N2CCCCCC2)cc1 (stereo unspecified)	i	-2
72	Cc1nc2ccc(OC(=O)c3ccccc3)cc2s1	?	/
73	Cc1cccc(N(C)S(=O)(=O)c2ccc3c(c2)CCC(=O)N3)c1	16%	3
74	COc1ccc(-n2ncc3c(N4CCC(C(N)=O)CC4)ncnc32)cc1	5%	-3
75	O=[N+]([O-])c1ccc(N2CCN(S(=O)(=O)c3ccc(Cl)cc3)CC2)cc1NCc1cccnc1	?	/
76	Cc1cc(C)c2c(C)c(C(=O)NCc3ccncc3)oc2c1	4%	5
77	CC1(C)Cc2ccccc2-c2c1c(=O)n(Cc1ccccc1)c1nnnn21	i	/
78	CCOC(=O)C1=C(C)NC(=O)NC1c1ccc(N2CCC(c3ccccc3)=N2)cc1 (stereo unspecified)	?	/
79	CS(=O)(=O)N(Cc1ccc(C(=O)NN=C2CCCCCC2)cc1)c1ccccc1	?	/
80	COc1ccccc1N1CCN(c2cc(=O)n(-c3ccccc3Cl)c(=O)[nH]2)CC1	?	/
81	CCOC(=O)C1CCCN(CC(=O)c2c[nH]c3ccc(C)cc23)C1 (stereo unspecified)	?	/
82	CCOC(=O)c1[nH]c(COC(=O)CCOc2ccccc2OC)c(C(=O)OCC)c1C	-1%	-18
83	Cc1ccnc(SCCn2c(N3CC(C)CC(C)C3)nc3c2c(=O)n(C)c(=O)n3C)n1 (stereo unspecified)	?	/
84	COc1ccc(Cc2nnc(NC(=O)c3c(-c4ccccc4)noc3C)s2)cc1	?	/
85	CCC(CC)c1nc(NCCC(=O)O)c2ccccc2n1	-2%	-6
86	COc1ccc(CN(C)C(=O)C2CCN(S(=O)(=O)c3cccs3)CC2)cc1F	?	/
87	CN(C)c1nnnn1-c1ccc(OC(F)(F)F)cc1	?	/
88	CCOc1ccc(OCC(=O)N2CCOCC2)cc1	?	/
89	C[C@H](CCC(=O)O)[C@H]1CC[C@H]2[C@@H]3CC[C@@H]4C[C@H](O)CC[C@]4(C)[C@H]3CC[C@]12C	?	/
90	Cc1cccc(C2c3[nH]c4ccccc4c3CCN2C(=O)c2cc(C(C)C)nc(N)n2)n1 (stereo unspecified)	13%	-14

Ordered by the number under Lipid storage S3 cell count max (largest number first): four of the compounds above.
item | SMILES | Lipid storage S3 cell count max
76 | Cc1cc(C)c2c(C)c(C(=O)NCc3ccncc3)oc2c1 | 5
85 | CCC(CC)c1nc(NCCC(=O)O)c2ccccc2n1 | -6
90 | Cc1cccc(C2c3[nH]c4ccccc4c3CCN2C(=O)c2cc(C(C)C)nc(N)n2)n1 (stereo unspecified) | -14
82 | CCOC(=O)c1[nH]c(COC(=O)CCOc2ccccc2OC)c(C(=O)OCC)c1C | -18

Continued.
no.	compound	Lipid storage S3	Lipid storage S3 cell count max
91	CC1CCCCN1CCNC(=O)C1CCN(S(=O)(=O)N2CCCCC2)CC1 (stereo unspecified)	-2%	-1
92	CC1=CC(C)(C)N(S(=O)(=O)c2ccc(C)cc2)c2cc(C)ccc21	?	/
93	COC(=O)c1ccc(NC(=O)C(=O)N2CCN(C(=S)Nc3ccc(C)cc3)CC2)cc1	3%	-13
94	CC(C)Cc1nnc(NS(=O)(=O)c2ccc([N+](=O)[O-])cc2)s1	i	-12
95	CC(C)(C)C(=O)CSc1nccc(=O)[nH]1	?	/
96	Cn1cnc(S(=O)(=O)Nc2cc(-c3ccc(Cl)cc3)nn2C)c1	-21%	0
97	NNc1nnc2c3cc(F)ccc3n(Cc3ccccc3)c2n1	-5%	-11
98	CCOc1ccc(S(=O)(=O)Nc2ccc(C(=O)N/N=C/c3c(C)nn(-c4ccccc4)c3N3CCCC3)cc2)cc1	?	/
99	COc1ccc(CNCC(O)(c2ccccc2)c2ccc(F)cc2)cc1 (stereo unspecified)	16%	3
100	CCCCCN(C(=O)CCC(=O)OCC(=O)c1ccc(F)c(F)c1)c1c(N)n(CCCC)c(=O)[nH]c1=O	?	/
101	CCOc1ccc(NC(=O)CN(C)C(=O)c2cc(S(=O)(=O)N(C)C)ccc2N2CCCC2)cc1OCC	?	/
102	Cc1nn(CC(=O)Nc2cccc(C(F)(F)F)c2)c(=O)c2cccn12	?	/
103	Cc1cccc(CSc2nnc(C)c(=O)n2N)c1	?	/
104	N/C(=N\OC(=O)c1ccc(Cl)cc1)c1ccn[nH]1	?	/
105	COc1ccc(NC(=O)CCS(=O)(=O)c2ccccc2Cl)cc1S(=O)(=O)Nc1ccc(Cl)cc1	?	/
106	O=C(Cn1c(=O)oc2cc(S(=O)(=O)N3CCCCCC3)ccc21)NC1CCCCCCC1	?	/
107	CC(=O)c1ccc(N2CCN(CC(O)c3ccccc3)CC2)cc1 (stereo unspecified)	?	/
108	O=C(N/N=C/c1ccc(Br)o1)c1cccnc1	?	/
109	CC1CCC(NC(=O)Cn2c(=O)oc3ccccc32)CC1 (stereo unspecified)	?	/
110	O=C1CSC(c2ccccn2)N1Cc1cn2ccccc2n1 (stereo unspecified)	9%	-1
111	O=C(NCCc1ccccc1)C1CCN(S(=O)(=O)N2CCC3(CC2)OCCO3)CC1	?	/
112	Cc1ccc(-c2[nH]c(=S)[nH]c(=O)c2C#N)cc1	?	/
113	Cc1cc(NC(=O)CSc2nc3ccsc3c(=O)n2NC(=O)c2ccccc2)no1	1%	29
114	CCc1ccc(C(=O)COC(=O)c2ccc(Cl)nc2)cc1	-12%	-10
115	Cc1ccc(-c2ccc(C)c(N)c2C)c(C)c1N	-3%	4
